# CRFBP-R2 agonist: agonists of CRF-BP/CRF-R2 complex, primary screen, cell-based, HEK293, calcium dye fluorescence, uHTS | calcium dye fluorescence (FLIPR); percent of saturating CRF peptide response | activation, % at 13.2 µM | 350,000 tested, 0.46% active;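 active means activation of at least 50%, plus an integration ratio under a set limit after plate pattern correction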;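 further: plate controls were neutral control wells without compound for no effect and CRF at EC100 for full effect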
# UBC9 SUMO inh: inhibitors of in vitro SUMOylation cascade, primary screen, biochemical, HTRF, uHTS | SUMO-conjugating enzyme UBC9 (Homo sapiens), P63279 | HTRF SUMOylation assay, SAE1/SAE2 + UBC9 | inhibition, % at 35 µM | 290,000 tested, 0.36% active; in the data active means inhibition above about 50%, passing the limit was not always enough; inconclusive means no clear call, values can overlap the other calls; further: strong numbers were not always called active
# Target sequence (P63279 whole entry, looked up): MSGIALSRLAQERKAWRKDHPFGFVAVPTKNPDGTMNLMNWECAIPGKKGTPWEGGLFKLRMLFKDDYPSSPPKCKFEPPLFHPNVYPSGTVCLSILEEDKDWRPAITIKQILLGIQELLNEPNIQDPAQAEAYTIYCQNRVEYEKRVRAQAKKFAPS
# FID counter: compounds displacing fluorescent DNA intercalator, primary screen, artefact control for HCV NS3 helicase inhibitor project, biochemical, FID fluorescence; DNA fluorescent intercalator displacement; inhibition, % at 7.9 µM; 290,000 tested, 0.17% active; AID 1845, 2009; in the data active means inhibition above about 37%;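 further: 0% = vehicle and 100% = reference compound; higher means more ethidium bromide displaced from hairpin DNA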
# MEKK2wt PB1 HTS: modulators of MEK5 binding to wildtype MEKK2, primary screen, biochemical, multiplex bead flow cytometry, Alexa488-MEK5 | AID 1531, 2009 | 290,000 tested, 1.1% active | Mitogen-activated protein kinase kinase kinase 2 (Homo sapiens), Q9Y2U5 | binding response (% of control), % at 10 µM | Alexa488-MEK5 binding to MEKK2 WT; actives lie on both sides; in the data active means binding response below about 67% or above about 130%; inconclusive means no clear call, values can overlap the other calls; inactive means in between
# NS3 helicase inh: inhibitors of HCV NS3 helicase, primary screen, biochemical, Cy5 molecular beacon fluorescence; Hepatitis C virus NS3 helicase; 290,000 tested, 0.56% active; NS3 helicase DNA unwinding; inhibition, % at 10.9 µM;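 active means inhibition above the mean of all tested compounds plus 3 SD, set per campaign, cut at about 35% in these data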;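 further: 0% = DMSO wells and 100% = thioflavine S control wells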
#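 System: HCV NS3 helicase fragment; control set: DMSO and thioflavine S; technique: Cy5 fluorescence at 0 and 60 min, beacon hairpin quenching; reagent: beacon DNA duplex substrate plus ATP; replicates: singlicate; schedule: 1 h reaction at 25 °C, ATP-initiated; medium: MOPS buffer pH 6.5 with MgCl2, DTT, Tween20, BSA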
# GalR3 antag: GalR3 antagonists in HEK293 cells, primary screen, cell-based, fluorescence readout; Galanin receptor type 3 (Homo sapiens), O60755; HEK293 GalR3-CNG cAMP membrane potential fluorescence; galR3 body fused to GalR1 C-terminus; inhibition, % at 3 µM; 360,000 tested, 0.44% active;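 active means inhibition above the screen-wide average plus 3 SD, cut at about 13% in these data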;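 further: forskolin and galanin both at EC90 stimulate the cells; cAMP rise reported by CNG channel membrane potential dye signal; 0% = forskolin plus galanin with DMSO and 100% = forskolin alone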
# Target sequence (O60755 1-299 limits assumed): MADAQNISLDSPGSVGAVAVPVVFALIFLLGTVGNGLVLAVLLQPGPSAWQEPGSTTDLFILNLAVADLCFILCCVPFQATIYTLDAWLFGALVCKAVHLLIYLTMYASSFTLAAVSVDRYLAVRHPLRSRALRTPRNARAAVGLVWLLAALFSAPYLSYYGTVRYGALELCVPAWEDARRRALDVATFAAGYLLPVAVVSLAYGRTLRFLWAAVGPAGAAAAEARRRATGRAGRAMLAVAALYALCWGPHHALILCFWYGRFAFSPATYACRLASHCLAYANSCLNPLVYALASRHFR
# MEKK2mut PB1 HTS: MEK5 binding signal on mutant MEKK2 PB1, primary screen, biochemical, multiplex bead flow cytometry, Alexa488-MEK5; Alexa488-MEK5 binding to MEKK2 mutant; percent response, % at 10 µM; 290,000 tested, 0.35% active; AID 1530, 2009; in the data active means percent response above about 24%, passing the limit was not always enough; further: inactives centre near 1; some results filed as inactive read as strong as hits
# CRFBP-R2 block: antagonists of CRF-BP/CRF-R2 complex, primary screen, cell-based, HEK293, calcium dye fluorescence, uHTS | CRF-induced calcium fluorescence | inhibition, % at 11.8 µM | 350,000 tested, 0.59% active;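 active means inhibition of the ligand-induced calcium signal above about 50% at the single tested concentration, limit read from the data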
# MEKK3 PB1 HTS: modulators of MEKK3-MEK5 PB1 binding, primary screen, biochemical, wildtype MEKK3, multiplex bead flow cytometry, Alexa488-MEK5; AID 1529, 2009; bead-based flow cytometry, Alexa488-MEK5 binding to MEKK3; actives lie on both sides; 0 = blocked by unlabeled MEK5, 100 = vehicle; 290,000 tested, 1.4% active; binding response (% of control), % at 10 µM; Mitogen-activated protein kinase kinase kinase 3 (Homo sapiens), Q99759;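 active means binding response more than 3 SD above or below the average of its plate-row segment, actives on both sides; inconclusive means wells at one plate position flagged as instrument error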;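 further: Alexa488 bead fluorescence after subtracting the streptavidin-only scavenger bead signal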
# Target sequence (Q99759 whole entry, looked up): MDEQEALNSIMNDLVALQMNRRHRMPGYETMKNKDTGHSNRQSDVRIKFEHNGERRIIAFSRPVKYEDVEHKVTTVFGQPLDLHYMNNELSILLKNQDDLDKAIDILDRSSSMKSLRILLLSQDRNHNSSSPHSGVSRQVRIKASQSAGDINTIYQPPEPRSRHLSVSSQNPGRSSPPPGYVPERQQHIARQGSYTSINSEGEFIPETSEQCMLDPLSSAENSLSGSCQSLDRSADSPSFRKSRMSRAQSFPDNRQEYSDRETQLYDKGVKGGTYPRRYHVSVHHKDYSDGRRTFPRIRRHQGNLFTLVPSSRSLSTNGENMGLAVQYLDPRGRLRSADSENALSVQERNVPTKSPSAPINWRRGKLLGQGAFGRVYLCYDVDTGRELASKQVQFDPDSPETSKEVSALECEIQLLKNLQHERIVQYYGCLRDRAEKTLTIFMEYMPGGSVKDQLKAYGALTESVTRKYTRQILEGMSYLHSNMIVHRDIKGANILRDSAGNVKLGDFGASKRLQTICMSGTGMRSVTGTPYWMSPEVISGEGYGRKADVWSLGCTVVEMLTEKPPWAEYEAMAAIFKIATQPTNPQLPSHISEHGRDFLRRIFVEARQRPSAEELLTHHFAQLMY
# Active calls of the source: *; ? = inconclusive; · = no result given. Only part of the results is shown, so the mix of outcomes need not match the whole.
# Preview:
SMILES,CRFBP-R2 agonist,UBC9 SUMO inh,FID counter,MEKK2wt PB1 HTS,NS3 helicase inh,GalR3 antag,MEKK2mut PB1 HTS,CRFBP-R2 block,MEKK3 PB1 HTS
O=C(O)c1cn(Cc2ccccc2Cl)c2ccc(S(=O)(=O)N3CCOCC3)cc2c1=O,-1.3,12,-9,102,9,2,0,2,95
Cc1ccc(C)c(N2CN(Cc3cccnc3)CNC2=S)c1,0.1,-8,-7,98,0,3,-3,5,97
C=CCSc1nc2ccccc2c(=O)n1C1CCOC(C)(C)C1 (stereo not drawn),0.9,1,-29,101,-1,-2,4,-14,100

# Main list, from the start:
SMILES,CRFBP-R2 agonist,UBC9 SUMO inh,FID counter,MEKK2wt PB1 HTS,NS3 helicase inh,GalR3 antag,MEKK2mut PB1 HTS,CRFBP-R2 block,MEKK3 PB1 HTS
O=C(O)c1cn(Cc2ccccc2Cl)c2ccc(S(=O)(=O)N3CCOCC3)cc2c1=O,-1.3,12,-9,102,9,2,0,2,95
Cc1ccc(C)c(N2CN(Cc3cccnc3)CNC2=S)c1,0.1,-8,-7,98,0,3,-3,5,97
C=CCSc1nc2ccccc2c(=O)n1C1CCOC(C)(C)C1 (stereo not drawn),0.9,1,-29,101,-1,-2,4,-14,100
Cc1ccccc1Cn1cc(C)c(=O)[nH]c1=O,-0.5,23,-2,96,6,-5,-4,4,98
Cc1ccc(C(=O)COC(=O)c2n[nH]c(=O)c3ccccc23)cc1,-2.4,15,-3,102,6,0,1,7,103
Cc1cc2c(cc1C)NC1=C(N2)OC(c2cccc(O)c2)C1=O (stereo not drawn),-3.2,24,-8,100,-3,-10,3,3,104
O=C(Cn1cc(Cl)ccc1=O)c1ccc(Cl)cc1,0.2,14,0,96,9,-3,-3,0,89
O=C(O)CSc1nc2sc3c(c2c(=O)n1-c1ccccc1)CCC3,-0.1,33,-17,105,6,-3,14,1,109
CC#CCN(CC#CC)S(=O)(=O)c1ccc(S(=O)(=O)N2CCOCC2)cc1,-0.9,27,-17,96,1,-8,2,-20,99
CCSCCOC(=O)C1=C(C)NC(=O)NC1c1ccc2c(c1)OCO2 (stereo not drawn),-0.7,-8,-11,101,-2,-2,0,8,99
O=C(Cn1[nH]c(=O)c2ccccc2c1=O)NC1CCCCCC1,-0.2,-1,-6,105,5,-1,3,0,102
Cc1noc(NS(=O)(=O)c2ccc(NC(=O)c3oc4ccc(Cl)cc4c3C)cc2)c1C,0.6,6,-3,104,6,3,6,0,104
COc1ccc(Oc2cnn(-c3ccccc3)c(=O)c2Br)cc1,-4.4,18,-2,101,-3,-5,1,15,99
O=C(c1ccc(C(=O)N2CCOCC2)s1)N1CCOCC1,-0.2,17,1,·,0,0,·,-20,·
O=C(/C=C/c1ccccc1)CC(O)(c1ccccc1)C(F)(F)F (stereo not drawn),-0.8,7,-11,90,-7,-1,-5,-9,91
Cc1ccc(-c2nn3c(C)nnc3c3ccccc23)cc1S(=O)(=O)NCc1ccccc1,-0.8,14,-15,103,14,-3,0,11,100
S=C(NC1CC1)N1CCN(c2ccc(Cl)cc2)CC1,0.8,1,-4,102,2,-3,6,-14,100
OC1(c2ccccc2)CNCCc2ccccc21 (stereo not drawn),6.8,-2,5,102,-1,-8,-1,-1,102
Nc1cc(=O)[nH]n1C1CCN(c2ccccc2)CC1,0.0,4,-17,106,0,-3,4,19,105
COc1ccccc1NCC(=O)Nc1cc(S(=O)(=O)N2CCOCC2)ccc1N1CCOCC1,-3.0,-4,-8,86,10,-2,-10,10,98
COc1ccc(OC)c(CCNC(=O)C2CCN(c3nnc(-n4cccc4)s3)CC2)c1,-0.5,4,-39,113,4,5,6,8,109
CCc1nc(Nc2ccc3c(c2)OCCO3)c2oc3ccccc3c2n1,0.0,14,-11,101,6,-7,-2,0,99
COc1ccc(C(=O)N2CCCC(C(=O)O)C2)c2ccccc12 (stereo not drawn),-0.8,-6,-15,95,18,-8,-2,10,100
O=C(N/N=C/c1cccc(F)c1)c1csc2c1CCCC2,0.7,2,-7,103,-3,2,15,-5,110
NS(=O)(=O)c1ccc(NC(=O)COC(=O)CNC(=O)C23CC4CC(CC(C4)C2)C3)cc1,2.5,-8,-6,93,-1,-1,1,3,97

# Other structures:
SMILES,CRFBP-R2 agonist,UBC9 SUMO inh,FID counter,MEKK2wt PB1 HTS,NS3 helicase inh,GalR3 antag,MEKK2mut PB1 HTS,CRFBP-R2 block,MEKK3 PB1 HTS
Cc1ccc2c(c1)COc1c3ccc(C(=O)N[C@@H](C)CO)cc3nn1-2,0.1,18,·,?,·,-4,2,-2,101
Cc1nnc2ccc(-c3cccc(NC(=O)c4ccc(Cl)nc4)c3)nn12,-0.8,-18,-5,104,2,6,0,15,100
O=C(Nc1ccc(Cl)cc1Cl)c1csc(-c2cccnc2)n1,1.0,2,1,85,15,-3,-30,-7,84
CCOC(=O)C(CC)(CC)C(=O)/C=C/c1ccc(Br)cc1,2.9,20,7,95,2,-2,-3,-19,93
CC(C)c1nnc(NC(=O)c2cccc(NC(=O)C(F)(F)F)c2)s1,-1.7,21,-9,99,-3,-1,-1,-8,104
CS(=O)(=O)c1ccc2c(c1)SC1=NC(=O)/C(=C/c3ccco3)C(=N)N12,1.6,32,-38,97,40*,·,3,20,101
CC(C)c1ccc(/C=C2\NC(=O)NC2=O)cc1,-3.5,7,-1,103,-1,-8,5,-4,98
CCCC(c1nnnn1CC1CCCO1)N1CCN(c2cc(Cl)ccc2C)CC1 (stereo not drawn),-1.4,-1,-16,104,-17,-1,6,-11,102
CSc1nsc(SCC(=O)Nc2cccc(C(=O)O)c2)n1,-1.1,-7,-4,102,-5,-8,0,0,100
O=C(Nc1ccc(C(=O)O)cc1)/C(=C/c1ccc([N+](=O)[O-])cc1)NC(=O)c1ccccc1,-2.5,25,-4,97,3,-1,-2,-38,97
Cc1ccccc1NC(=O)NCc1ccco1,-0.7,6,4,93,-9,0,-2,4,91
CC(=O)CSc1ccc(-c2nc3ccccc3[nH]2)cn1,1.8,8,-4,104,0,-7,4,9,106
Cc1cc2cc(CNC(=S)Nc3ccc(OC(F)F)cc3)ccc2[nH]1,-0.2,-8,-2,100,-17,·,6,-30,92
CCOC(=O)C(NC(=O)c1ccccc1Cl)(Nc1sc2c(c1C(N)=O)CCC2)C(F)(F)F (stereo not drawn),0.1,25,-4,89,14,-5,8,2,102
COc1ccc2cc(C#N)c(NC(C)C)nc2c1,-0.5,10,-5,107,4,-1,4,11,105
COc1ccc(N=Cc2cc3c(cc2O)OC(N)=C(C#N)C3c2ccccc2)cc1 (stereo not drawn),19,26,-4,99,14,-5,17,-14,103
O=Cc1sc(=O)n(Cc2cccc(C(=O)O)c2)c1Cl,0.3,28,-11,89,31,2,-5,-16,79
O=C(Nc1ccn(Cc2ccccc2F)n1)c1ccc(COc2ccc(Cl)cc2Cl)o1,9.1,-2,-6,103,-27,-4,2,2,98
CC(C)(C)NC(=O)c1cc(-c2ccccc2)n[nH]1,-0.2,0,-1,96,7,-4,-9,2,94
Cc1ccc2c(n1)sc1c(-c3ccc(Br)cc3)c(C#N)c(N)nc12,5.7,6,0,85,0,-3,-10,-16,96
CC(/C=N/n1c(COc2ccccc2)n[nH]c1=S)=C\c1ccccc1,0.9,14,-34,92,4,0,-3,32,101
CCOc1ccc(-c2nnc(NC3=NCCCCC3)o2)cc1,-0.3,0,-15,104,-3,1,2,-12,106
Cc1ccc(NC(=O)CSc2nnc3ccccn23)cc1,-0.2,13,1,100,5,-1,-1,4,98
COCCCN(CCCN)Cc1ccco1,-0.9,0,-2,95,13,-7,8,5,94
Cc1cccc(C(=O)NC(=S)Nc2ccc(S(=O)(=O)N3CCN(C)CC3)cc2)c1,-1.0,11,2,107,-32,-2,4,-13,104

# (cont.)
SMILES,CRFBP-R2 agonist,UBC9 SUMO inh,FID counter,MEKK2wt PB1 HTS,NS3 helicase inh,GalR3 antag,MEKK2mut PB1 HTS,CRFBP-R2 block,MEKK3 PB1 HTS
Cc1cc(=O)oc(C)c1C(=O)NCC1CCCO1 (stereo not drawn),1.3,22,-8,94,-1,-4,-5,0,95
N#CCN1C(=O)C(=O)N(Cc2cccc(C(F)(F)F)c2)C1=O,2.9,13,-1,105,11,-12,2,4,107
CCn1c(SCC(=O)N2CCN(c3ccccc3)CC2)nc2c(c1=O)SC(C)C2 (stereo not drawn),-2.2,27,-28,105,-1,·,2,21,105
O=C(NC1(C(F)(F)F)NC(=O)N(Cc2cccnc2)C1=O)c1ccccc1Cl (stereo not drawn),0.3,-13,-2,99,3,-3,-1,-6,99
COc1ccc(CCNC(=O)Cn2c(=O)oc3cc(Cl)ccc32)cc1OC,-1.0,-2,-11,95,2,3,-7,7,95
CCOC(=O)c1ccc2c(c1)n(CC)c(C)[n+]2CC,0.5,5,1,97,14,-3,0,-4,100
COc1cccc(NC(=O)Cn2nnc(C(=O)NCCc3ccccc3)c2N)c1,0.6,-7,-15,101,-27,0,4,-12,103
O=C(Cc1ccccc1F)NC1CCCc2ccccc21 (stereo not drawn),0.1,-9,-10,90,-5,-9,-8,0,97
Cc1ccc(C(=O)OCc2nc(N)nc(Nc3ccccc3C)n2)cc1,13,9,-23,101,-15,-3,-1,-80,102
CCn1c(=O)c2cc(S(=O)(=O)NCCOc3ccccc3)ccc2n(CC)c1=O,0.1,7,-17,91,4,4,-2,2,96
CCCc1cc(=O)[nH]c(SCc2ccc(F)cc2)n1,2.0,1,-15,96,2,-1,-2,6,98
CNC(=O)[C@@H]1C[C@H]1[C@@H](NC(=O)CNC(=O)OCc1ccccc1)c1ccccc1,-1.3,·,·,99,·,-4,-4,2,88
CN(C(=O)CSCC(=O)O)C1CCCCC1,0.4,20,3,97,-1,-4,4,1,80
O=C(CN1C(=O)NC2(CCCCCCC2)C1=O)N1CCN(C(=O)c2ccco2)CC1,0.6,14,-11,98,-1,-7,1,2,99
COc1ccc(-c2c(C)nn(Cc3ccccc3)c2N)cc1,-0.7,-14,-4,103,-4,-5,3,7,101
CSc1c(-c2ccccn2)c(N)nn1C(=O)C1CCC1,0.2,-6,1,93,11,0,-9,-15,83
CCN(Cc1nc(-c2cccc(Cl)c2)no1)CC1CCCO1 (stereo not drawn),1.4,3,-2,106,-1,1,7,-3,103
Nc1ccccc1C(=O)N/N=C1\C2CN3CCN(C2)CC1(c1ccccc1)C3,0.5,9,-4,102,-10,-10,3,-2,104
Cc1ccc(CN2CCSc3ccc(C(=O)NCCCN4CCN(C)CC4)cc32)cc1,-0.1,28,23,120,-28,-8,6,-9,99
CC(=O)c1ccc(NC(=O)c2ccc(-n3cncn3)c([N+](=O)[O-])c2)cc1,1.6,1,6,100,4,-1,5,-3,99
Cc1cc(C)c(C#N)c(SCC(=O)C(C)(C)C)n1,-1.2,9,-9,102,10,-1,2,3,102

# Assay outcomes (PubChem BioAssay)
